tolC growth inh – growth inhibitors of E. coli tolC mutant, primary screen, strain BW25113 ΔtolC::kan, 384-well. actives 2.2% (n = 65,000). growth inhibition, % at 10 µM (by protocol). OD615;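 active = growth inhibition at or above a cutoff equal to the mean over every tested compound plus 3 SD, cut at about 60% in these data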;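 also: growth measured after 20 h incubation at 37 °C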
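Doses: one dose of 10 µM final / Material: E. coli BW25113 ΔtolC::kan, tolC deletion mutant strain / Buffer or medium: LB with kanamycin 50 µg/mL / Evaluation: percent growth inhibition / Detection: optical density read at 615 nm / Incubation: 37 °C, 20 h exposure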
S1P3 ag – human S1P3 receptor agonists, primary screen, cell-based, primary and confirmation, NFAT-BLA reporter; AID 373, 2006; S1P3 NFAT-BLA reporter cells, agonism, FRET ratio; relative to 1 µM S1P, basal subtracted; actives 0.1% (n = 60,000); activation, % at 4.5 µM; Sphingosine 1-phosphate receptor 3 (Homo sapiens), Q99500;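 active = activation above the screen-wide mean plus 3 SD, cut at about 4.5% in these data, passing the limit was not always enough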; also: some compounds called inactive have numbers as strong as hits
Target sequence (Q99500 whole entry, looked up): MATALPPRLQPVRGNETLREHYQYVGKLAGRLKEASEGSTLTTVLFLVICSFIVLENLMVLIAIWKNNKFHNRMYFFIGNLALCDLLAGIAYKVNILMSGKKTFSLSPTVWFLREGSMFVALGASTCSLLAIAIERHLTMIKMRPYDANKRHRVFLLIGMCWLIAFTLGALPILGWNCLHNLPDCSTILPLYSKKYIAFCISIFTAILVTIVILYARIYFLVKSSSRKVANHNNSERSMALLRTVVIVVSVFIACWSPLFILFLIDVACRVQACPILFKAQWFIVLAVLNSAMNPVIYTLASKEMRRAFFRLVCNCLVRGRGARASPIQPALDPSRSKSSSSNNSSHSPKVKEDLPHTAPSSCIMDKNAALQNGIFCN
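Assay system: stable CHO line with human S1P3, Gα16, NFAT-BLA reporter; Detection: FRET β-lactamase substrate fluorescence, excitation 405 nm, 460/535 nm emission ratio, background-subtracted; Read-out: percent activation versus median 1 µM S1P response, basal-subtracted, per plate; Incubation: cells plated overnight, compound 4 h 37 °C, substrate 2 h RT.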
5HT1E ag – 5-HT1E receptor agonists, primary screen, cell-based, HTS; actives 0.69% (n = 65,000); activation, % at 6 µM; CHO 5-HT1E Ga15 NFAT-bla reporter, FRET; 0% DMSO wells, 100% control agonist wells; 5-hydroxytryptamine receptor 1E (Homo sapiens), P28566;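 active = activation above a set limit, the screen-wide mean activation plus 3 SD, cut at about 8.5% in these data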;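 also: 100% = positive control agonist at 1 µM giving full maximal response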
AP complement – alternative complement pathway inhibitors, primary screen, biochemical, ELISA, human serum, orthogonally pooled compounds. LPS-coated ELISA, C3 deposition; tested in compound mixtures. inhibition, % at 5 µM. actives 0.08% (n = 62,000). AID 1235, 2008;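 active = inhibition above 30% in each of the two pooled mixtures holding the compound, so the lower value exceeds 30%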;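 also: 0% = serum in Mg-EGTA without compound and 100% = EDTA serum blank; some compounds past the cut are filed as inactive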
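Test system – human serum alternative complement pathway, C3 deposition on LPS-coated wells · Buffer or medium – diluted human serum in Mg2+-EGTA GVB++ · Compound dosing – 5 µM each compound, pools of ten, 50 µM per pool · Schedule – 1 h serum-compound exposure at 37 °C · Measured by – Anti-C3 ELISA, OD 450 nm · Read-out basis – percent inhibition of C3 deposition onto LPS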
5HT1E antag – 5-HT1E receptor antagonists, primary screen, cell-based, HTS; CHO 5-HT1E Ga15 NFAT-bla reporter, FRET, antagonist; inhibition, % at 6 µM; actives 0.99% (n = 65,000); AID 571, 2007;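 active = inhibition above a set limit, the mean inhibition across every tested compound plus 3 SD, cut at about 29% in these data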;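 also: signal is the 460 over 535 nm emission ratio of beta-lactamase substrate; 0% = agonist plus DMSO wells and 100% = wells without agonist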
S1P1 ag pot – S1P1 agonists and agonism potentiators, primary screen, cell-based, primary and confirmation screens, CRE-bla reporter; activation, % at 9.5 µM; S1P1 CRE-bla cells, forskolin, beta-lactamase FRET, potentiator mode; S1P1 agonist co-added at EC20, 2 nM; 100% = saturating reference agonist, 0% = basal; actives 0.57% (n = 56,000); AID 449, 2006; Sphingosine 1-phosphate receptor 1 (Homo sapiens), P21453;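 active = activation above a cutoff set at the mean activation of all tested compounds plus 3 SD, cut at about 54% in these data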;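 also: forskolin at 4 µM as EC80 and the EC20 agonist is SEW2871; 100% = SEW2871 at its EC100 plus forskolin at EC80; some compounds past the cut are filed as inactive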
SF-1 act – activators of human SF-1, primary screen, cell-based, CHO-K1, Gal4-SF-1 LBD, luciferase luminescence; Steroidogenic factor 1 (Homo sapiens), Q13285; CHO-K1 Gal4-SF-1 LBD luciferase reporter; % increase over DMSO SF-1-specific signal; activation, % at 10 µM; actives 1.9% (n = 65,000); AID 522, 2006;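 active = activation above the mean activation of all tested compounds plus 3 SD, cut at about 50% in these data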
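Test system: transient Gal4-SF-1 LBD reporter, CHO-K1; Amount: 4,000 CHO-K1 cells per well; Doses: 10 µM only; Timing: compound exposure 20 h at 37 °C; Signal: luciferase light emission; Read-out basis: percent activation relative to DMSO median and mock-transfected background; Control set: DMSO negative control and −SF1 background wells; Replicates: one test per compound.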
RORa activator – activators of orphan receptor RORA, primary screen, cell-based, luminescence | Nuclear receptor ROR-alpha (Homo sapiens), P35398 | CHO-K1 Gal4-RORA LBD luciferase reporter; percent increase over mock-subtracted basal signal | activation, % at 10 µM | actives 1.5% (n = 65,000) | AID 560, 2006;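 active = activation above the mean of all tested compounds plus 3 SD, cut at about 49% in these data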;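 also: 0% = DMSO-treated RORA cells and 100% = added signal equal to DMSO minus mock-transfected cells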
5-HT1A blocker – human 5-HT1a receptor antagonists, primary screen, cell-based, CHO, Ga15 NFAT-bla reporter; CHO 5-HT1a Ga15 NFAT-bla reporter, antagonist mode; AID 612, 2007; 5-hydroxytryptamine receptor 1A (Homo sapiens), P08908; inhibition, % at 10 µM; actives 0.68% (n = 62,000);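 active = inhibition above the mean of all tested compounds plus 3 SD, cut at about 43% in these data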;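 also: receptor stimulated by 5-CT agonist at 100 nM near EC80; beta-lactamase reporter measured by ratiometric fluorescence of a cleavable substrate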
Target sequence (P08908 whole entry, looked up): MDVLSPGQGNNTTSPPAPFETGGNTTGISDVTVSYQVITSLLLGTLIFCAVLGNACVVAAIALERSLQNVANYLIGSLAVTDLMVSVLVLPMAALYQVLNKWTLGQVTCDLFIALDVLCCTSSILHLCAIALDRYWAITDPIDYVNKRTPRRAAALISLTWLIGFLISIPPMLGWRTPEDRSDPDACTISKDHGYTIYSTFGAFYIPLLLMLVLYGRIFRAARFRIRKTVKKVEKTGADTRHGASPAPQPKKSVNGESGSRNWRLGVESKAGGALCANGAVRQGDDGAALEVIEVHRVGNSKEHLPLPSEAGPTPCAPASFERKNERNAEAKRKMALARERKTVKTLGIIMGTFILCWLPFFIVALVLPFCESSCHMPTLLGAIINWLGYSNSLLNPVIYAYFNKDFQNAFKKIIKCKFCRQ
* hit, by the source's call; . = not tested or not shown.

SMILES	tolC growth inh	S1P3 ag	5HT1E ag	AP complement	5HT1E antag	S1P1 ag pot	SF-1 act	RORa activator	5-HT1A blocker
CC(C)CCCNc1nc(N2CCOCC2)nc(N2CCOCC2)n1	22	-0.2	0.6	16	-6	2	2	-5	1
Cc1csc(SCC(=O)Nc2cccc3nsnc23)n1	4	0.7	0.3	14	15	-18	12	2	24
COc1ccc(C(=O)Nc2nnc(C(F)(F)F)s2)cc1	11	-0.6	-1.2	-26	8	9	57*	46	14
O=C(CCN1C(=O)C2C3C=CC(C3)C2C1=O)Nc1ccccc1F (centres undefined)	-22	-0.5	-1.8	18	8	-8	-2	2	-15
COc1ccc(C(=O)COc2ccc(NC(C)=O)cc2)cc1	-11	-0.9	-0.3	11	-2	2	-6	5	5
NC(=O)CSc1nnc2sc3ccccc3n12	-9	-0.6	-0.3	7	-8	-2	-2	-8	-9
COc1ccc(C(=O)NCc2cn3cccc(C)c3n2)cc1OC	-2	-0.9	-0.4	12	11	-7	16	6	1
C=CCn1c(SCCCC)nc(O)cc1=O	9	-0.7	0.8	11	10	8	5	5	8
C/C=C/COC(=O)c1[nH]c2c(c1C)C(=O)CC(c1ccco1)C2 (centres undefined)	7	-1.5	-0.5	17	78*	1	-28	-4	64*
O=C(CSc1nnc2scc(-c3ccccc3)n12)NCC1CCCO1 (centres undefined)	-1	-0.6	1.1	-22	-11	.	-12	-10	-4
Cc1ccc(-n2c(Cc3cccn3C)nnc2SCC(=O)N2CCN(c3ccccc3)CC2)cc1	14	0.1	0.3	16	-7	-35	14	4	-23
Cc1cc(Oc2ccc(-c3ccccc3)cc2)n2ncnc2n1	1	0.5	-0.1	8	34*	6	-11	-3	46*
CC(C)(C)C(=O)COC(=O)c1ccc(O)cc1	-7	-0.1	1.4	13	8	11	16	7	6
CC(C)OC(=O)CSc1nnc(-c2ccccn2)n1C	-16	0.4	0.7	15	0	5	-8	-2	-7
Cc1cc(C)cc(NS(=O)(=O)c2ccc3[nH]cc(C(=O)NCc4ccco4)c(=O)c3c2)c1	38	-0.4	-0.1	-3	-5	24	0	-11	-1
COc1ccc(NC(=O)C2CCCN(C(=O)NC3CCCCC3)C2)cc1OC (centres undefined)	-16	0.3	-0.6	3	-3	-4	-5	0	4
CC(C)CN1CN(S(=O)(=O)c2cccs2)c2nc3ccccc3nc21	-7	-0.1	-0.9	-10	-6	4	15	-2	-7
CCOC(=O)C(C)n1cnc2sc3c(c2c1=O)CCC3 (centres undefined)	-12	-0.3	-0.2	8	9	.	-4	2	-8
O=C(Nc1ccc(CN2CCOCC2)cc1)c1ccc(-c2ccc(Br)cc2)o1	100*	-0.4	-0.7	9	10	12	-7	7	16
COc1ccc(-n2nnnc2SCC(N)=O)cc1	-7	0.2	-0.4	13	-22	-21	-3	-9	-15
CC1CCN(S(=O)(=O)c2ccc(F)c(C(=O)O)c2)CC1	-10	0.0	0.1	0	3	-37	-13	-14	0
CN(C)c1ccc(C(=O)OCC(=O)Nc2ccc(S(N)(=O)=O)cc2)cc1	-5	-1.0	0.1	26	4	7	-10	-24	7
COc1ccc(-c2nc(C(N)=O)c3[nH]c(=O)n(-c4cccc(C)c4)c3n2)c(OC)c1	30	0.6	2.3	13	11	-58	-11	-3	-17
O=C(Nc1ccc(F)cc1F)c1cc2n(n1)C(C(F)(F)F)C1CCCCC1N2 (centres undefined)	-6	-1.2	0.2	17	3	.	28	20	10
O=C(NCCN1CCCC1)C1CCN(S(=O)(=O)N2CCC3(CC2)OCCO3)CC1	-6	.	-0.5	0	0	.	-12	36	-7
O=S(=O)(c1ccccc1)c1nc(-c2ccco2)oc1NCCCN1CCOCC1	-6	-0.5	0.9	9	6	0	-8	-23	0
CCOC(=O)c1cnn(-c2ncnc3c2oc2ccccc23)c1N	-18	-0.3	0.0	7	-4	-16	27	9	-27
Cc1ccc(S(=O)(=O)NCCC(=O)OCn2nnc3ccccc3c2=O)cc1	-1	-1.3	0.5	4	2	-18	7	-14	-10
COC(=O)C(O)(CC(=O)c1ccc(OC)cc1)C(F)(F)F (centres undefined)	5	-1.3	0.3	0	-1	5	-12	-4	3
COc1ccccc1N(C(=O)CNS(=O)(=O)c1ccccc1)C(C(=O)NCc1ccco1)C(C)C (centres undefined)	2	-0.2	1.0	5	2	-17	5	-3	10

4 of the compounds above, field by field.
Cc1ccc(-n2c(Cc3cccn3C)nnc2SCC(=O)N2CCN(c3ccccc3)CC2)cc1
  tolC growth inh = 14	S1P3 ag = 0.1	5HT1E ag = 0.3	AP complement = 16	5HT1E antag = -7	S1P1 ag pot = -35	SF-1 act = 14	RORa activator = 4	5-HT1A blocker = -23
Cc1cc(Oc2ccc(-c3ccccc3)cc2)n2ncnc2n1
  tolC growth inh = 1	S1P3 ag = 0.5	5HT1E ag = -0.1	AP complement = 8	5HT1E antag = 34*	S1P1 ag pot = 6	SF-1 act = -11	RORa activator = -3	5-HT1A blocker = 46*
CC(C)(C)C(=O)COC(=O)c1ccc(O)cc1
  tolC growth inh = -7	S1P3 ag = -0.1	5HT1E ag = 1.4	AP complement = 13	5HT1E antag = 8	S1P1 ag pot = 11	SF-1 act = 16	RORa activator = 7	5-HT1A blocker = 6
CC(C)OC(=O)CSc1nnc(-c2ccccn2)n1C
  tolC growth inh = -16	S1P3 ag = 0.4	5HT1E ag = 0.7	AP complement = 15	5HT1E antag = 0	S1P1 ag pot = 5	SF-1 act = -8	RORa activator = -2	5-HT1A blocker = -7

Remaining list, next part.
SMILES	tolC growth inh	S1P3 ag	5HT1E ag	AP complement	5HT1E antag	S1P1 ag pot	SF-1 act	RORa activator	5-HT1A blocker
O=C(CSc1nc2c(c(=O)n1-c1ccccc1)SCC2)N1CCN(c2ccccc2)CC1	10	-0.7	1.2	15	0	-19	-7	-21	-10
CC(C)CN(C(=O)COC(=O)c1cc2c(s1)CCC2)C1CCS(=O)(=O)C1 (centres undefined)	-12	-0.6	-0.2	19	0	-18	-13	23	-14
CC(=O)C1=C(c2ccccc2)NC(=O)NC1c1ccccc1OCC#N (centres undefined)	-3	-1.1	-0.2	12	9	18	-6	4	0
COC(=O)Cc1c(C)nc2nc(-c3ccco3)[nH]n2c1=O	2	-0.8	-0.3	9	-5	-14	4	-9	-14
COc1ccc(C(=O)c2coc3ccc(O)c(CN4CCOCC4)c23)cc1	18	-1.5	0.2	4	5	12	-28	11	2
Cc1cc(C)nc(-n2nc(C)cc2NC(=O)COC(=O)CCC(=O)c2cccs2)n1	-9	-0.5	0.0	-1	5	17	0	8	-2
COC(=O)CNC(=O)c1ccc(=O)oc1	-18	-0.6	-1.3	-16	9	-2	-2	14	12
COC(=O)c1c(NC(=O)c2cccs2)sc2c1CCC(C)C2 (centres undefined)	-13	-1.4	0.4	13	13	3	-11	-10	-2
Cc1ccc(-n2ncc(C#N)c2/N=C/N(C)C)cc1	14	-0.9	-0.1	29	0	.	12	-10	14
O=C(Nn1cnnc1)c1ccccc1-c1ccccc1	-13	-0.7	-0.1	14	-6	.	-8	-5	3
CCOC(=O)N1CCC(Nc2c(NCCCOC)c(=O)c2=O)CC1	-12	-0.3	-0.8	8	-2	-1	-26	-26	3
CCCc1[nH]nc2c1C(CCC)C(C#N)=C(N)O2 (centres undefined)	10	-0.8	0.2	14	-7	-32	5	21	10
Cc1cc(C)c(NC(=O)CN2C(=O)NC3(CCCCC3)C2=O)c(Cl)c1	1	0.4	-0.1	2	-15	-1	2	-14	-6
O=C(Nc1cccc(C(=O)N2CCOCC2)c1)c1cncc(Br)c1	-10	-1.6	-1.9	3	19	6	11	4	3
CC(=O)Nc1nc(SCCCc2ccccc2)n[nH]1	2	-1.0	0.2	0	4	12	-6	19	16
COC(=O)c1ccc(C2/C(=C(/O)c3ccc(OC)cc3)C(=O)C(=O)N2CC2CCCO2)cc1 (centres undefined)	6	-1.5	-0.5	17	-12	-24	13	18	-2
CCOCCCNC(=O)C(NC(=O)c1cnccn1)c1ccc(OC)cc1 (centres undefined)	-12	.	-0.6	13	2	.	6	12	6
Cc1nnc(NC(=O)CSc2nnc(CCc3nc4ccccc4[nH]3)n2C)s1	-13	-0.2	-0.1	16	1	-15	2	-6	3
c1cnc2ccc(C(c3nnnn3C3CCCC3)N3CCN(c4nc5ccccc5s4)CC3)cc2c1 (centres undefined)	13	-0.1	-0.1	6	-5	0	25	-4	10
O=C(CSc1ncccc1-c1nc2ccccc2[nH]1)NC1CC1	-10	-0.6	1.0	26	-6	-6	14	7	14
Cn1cccc1C(=O)NC(=O)CSc1cccc[n+]1[O-]	-4	0.2	0.2	3	-10	6	-7	9	-10
CC(=O)Nc1ccc(S(=O)(=O)N2CCCN(S(=O)(=O)c3ccc(C)cc3)CC2)cc1	2	0.0	-0.9	17	10	6	-3	-7	0
COc1cc(-c2c(C#N)c(N)nc3c2CCCC3)cc(OC)c1OC	11	-1.6	0.0	13	11	-6	0	8	29
COc1ccc(-c2nc(CS(=O)CC(=O)N3CCc4ccccc4C3)c(C)o2)cc1 (centres undefined)	4	-0.5	0.0	3	10	7	9	15	-2

Taken from above.
`Cc1nnc(NC(=O)CSc2nnc(CCc3nc4ccccc4[nH]3)n2C)s1` – tolC growth inh: -13
`CCOCCCNC(=O)C(NC(=O)c1cnccn1)c1ccc(OC)cc1` (centres undefined) – 5HT1E ag: -0.6
